# ATXN2 expr inh – inhibitors of ATXN2 expression; AID 1745845; Potency, µM (doses to about 57 µM), for inactives: at the highest dose activity change, negative = inhibition, usual class: inhibitors; HEK-293 ATXN2-luciferase reporter, luminescence, 24 h; 0.72% of 360,000 active; further: potency means the concentration at half of the fitted maximal effect; on the % scale 0 is the no-effect control and ±100 the full control effect; nearly all actives have a fitted effect of over 55% in size
#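 qHTS (up to 57 uM final) was run with 24 h compound exposure of reporter cells at 37 °C. Each well was multiplexed: SteadyGlo luminescence measured ATXN2-luciferase expression after a fluorogenic Gly-Phe-AFC viability readout (25 uM final).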
# MCF10A rereplic – inducers of DNA re-replication in MCF 10A breast cells. Potency, µM (doses to about 46.1 µM), without a hit: top-dose activity, positive = re-replication, actives largely listed as activators. 2.9% of 350,000 active. MCF 10A DNA re-replication, Hoechst nuclear intensity, 48 h; further: potency means the concentration at half of the fitted maximal effect; % of control where 0% means no effect; nearly all actives have a fitted effect of over 50% in size
# IL-1B inflam inh – inhibitors of inflammasome signaling (IL-1 beta secretion); THP-1 LPS/ATP IL-1B secretion, AlphaLISA, 16 h; stronger effect = lower value; AID 743279; 4.7% of 360,000 active; activity change, % at 57.5 µM; in the data active means activity change below about -50%; inconclusive means mostly about -30% to -49%; further: on the % scale 0 is the no-effect control and ±100 the full control effect
#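 Secreted IL-1B measured by AlphaLISA bead assay after 16 h compound exposure of THP-1 cells; compounds (final up to 57.5 uM) added 1 h before LPS (250 ng/mL) and ATP (1.25 mM) stimulation; lower signal means less secretion.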
# HT1080 IDH1KD tx – kills HT-1080 cells with IDH1 knockdown; Potency, µM (top dose mostly 46.1 µM), for the others: at the highest dose activity, negative = toxicity, usual class: cytotoxic; HT-1080 IDH1 knockdown viability, ATP luminescence, 48 h; 2% of 360,000 active;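 further: potency means the concentration at half of the fitted maximal effect; 0% = DMSO wells and -100% = cell-free medium wells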
#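 CellTiter-Glo luminescence after 48 h compound exposure at 37 degrees C of IDH1-knockdown HT-1080 cells in 5% FBS RPMI. %Activity scaled between DMSO wells and cell-free media wells, with curves fitted and assigned curve classes.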
# SW480 rereplic – DNA re-replication induction in SW480 cells; SW480 DNA re-replication, Hoechst DNA content imaging, 48 h; Potency, µM (highest dose often 46.1 µM), for the others: top-dose re-replication activation, actives largely listed as activators; 1.8% of 340,000 active; further: potency means the concentration at half of the fitted maximal effect; % of control where 0% means no effect; nearly all actives have a fitted effect of over 55% in size
#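 250 cells/well; 23 nL cpd via pin tool; 48 hr, 37 C, 5% CO2; Hoechst 40 min; imager read of total nuclear intensity, ex 405/em 500-530 nm.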
# HT1080-NT tox – kills 2HG-producing HT-1080-NT fibrosarcoma cells; HT-1080-NT fibrosarcoma viability, CellTiter-Glo ATP luminescence, 48 h; Potency, µM (doses to about 46.1 µM), inactives show at the highest dose activity, negative = less viability, actives largely listed as cytotoxic; 1.6% of 360,000 active;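 further: NT is the 2HG producing partner of a matched IDH1 knockdown line; potency means the concentration at half of the fitted maximal effect; 0% = DMSO-treated cells and -100% = media-only wells without cells; nearly all actives have a fitted effect of over 55% in size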
#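 Read-out is CellTiter-Glo luminescence after 10 minutes at room temperature, following 48 hours' compound treatment of HT-1080-NT cells (750 cells/well, RPMI, 5% FBS, 37 degrees C).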
# S2 tox – cell viability loss in ATXN counter-screen; Potency, µM (titrated, usually from 56.7 µM), hits mostly cytotoxic; S2 cells (HEK-293 line with an ATXN2-luciferase reporter) viability, CellTiter-Fluor protease fluorescence, 24 h; 0.49% of 400,000 active; further: potency means the concentration at half of the fitted maximal effect; nearly all actives have a fitted effect of over 40% in size
# KB-3-1 tox – kills parental KB-3-1 adenocarcinoma cells | AID 1347075 | Potency, µM (highest dose often 46.1 µM), for inactives: top-dose activity change, negative = cytotoxic, most hits filed as cytotoxic | KB-3-1 viability, CellTiter-Glo ATP luminescence, 72 h | 1.4% of 400,000 active; further: potency means the concentration at half of the fitted maximal effect; on the % scale 0 is the no-effect control and ±100 the full control effect; nearly all actives have a fitted effect of over 60% in size
#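 Cytotoxicity in the drug-sensitive parental line KB-3-1 was scored as loss of CellTiter-Glo luminescence following 72 h incubation with compound. Values come from curve fitting of normalized concentration-response data.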
# KB-V1 MDR tox – kills drug-selected multidrug resistant KB-V1 cells; KB-V1 MDR cells viability, CellTiter-Glo, 72 h; Potency, µM (titrated, usually from 46.1 µM), without a hit: at the highest dose activity change, negative = cytotoxicity, most hits filed as cytotoxic; 3.4% of 400,000 active; further: potency means the concentration at half of the fitted maximal effect; on the % scale 0 is the no-effect control and ±100 the full control effect; nearly all actives have a fitted effect of over 60% in size
#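 In this primary screen, KB-V1 cells overexpressing P-gp are incubated with library compounds (lowest to highest concentration) for 72 h at 37 degrees C before a luminescent ATP viability read.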
# Numbers without * were called inactive; i = inactive; ? = inconclusive; . = not tested or not shown; [ ] = another dose, or the depositor's remark. Unless noted, the call rests on the fitted dose curve; in most records, active means well fitted curve in the direction sought with a large enough effect; inconclusive means small, poorly fitted or top-dose-only effect, or another doubt; inactive means no such curve, though single readings can be large; an effect the other way counts as inactive or inconclusive.
SMILES,ATXN2 expr inh,MCF10A rereplic,IL-1B inflam inh,HT1080 IDH1KD tx,SW480 rereplic,HT1080-NT tox,S2 tox,KB-3-1 tox,KB-V1 MDR tox
O=C(O)c1cc(N/N=C/c2c[nH]c3ccccc23)ccc1Cl,61%[activator],-4%,14,1%,-19%,-3%,i,15%,0%
COc1cccc(N2CCN(Cc3nc(N)nc(Nc4ccccc4OC)n3)CC2)c1,3%,8%,?,7%,0%,-1%,?,0%,-4%
O=C(N1CCN(c2ccccc2)CC1)C1(S(=O)(=O)c2ccc(Cl)cc2)CC1,-9%,17%,-9,1%,-6%,3%,i,6%,-24%
Cc1ccc(S(=O)(=O)NN2C(=O)c3ccccc3NC2C)cc1 (configuration not stated),3%,1%,1,?,-4%,23%,i,17%,25%
COc1cccc(CNC(=O)C2CCCN(S(=O)(=O)c3c(C)noc3/C=C/N(C)C)C2)c1 (configuration not stated),.,?,-20,-5%,-4%,-4%,i,8%,-9%
Cc1c(S(=O)(=O)Nc2cc(Cl)ccc2Cl)c(=O)n(C)c(=O)n1C,9%,-6%,8,2%,-15%,10%,i,0%,15%
CCc1nc2nc(C)cc(Nc3ccc(Br)cc3F)n2n1,-5%,.,.,.,.,.,i,-14%,-7%
COCCCN1CCc2[nH]c(=S)[nH]c(=O)c2C1,-2%,4%,42,-1%,-10%,1%,i,-3%,-1%
N#Cc1ccc(CC(C(=O)O)N2Cc3ccccc3C2=O)cc1 (configuration not stated),.,3%,4,0%,?,2%,i,-5%,?
O=C(N/N=C/c1ccc(O)cc1)c1ccncc1,8%,2%,36,-9%,0%,-11%,i,12%,14%
O=C(NC1CC2CCCC(C1)N2Cc1ccccc1)c1ccc([N+](=O)[O-])cc1 (configuration not stated),-16%,-3%,-23,1%,-13%,-11%,i,0%,-5%
COc1ccc(N2CCN(CC(=O)Nc3ccc(C)c(C)c3)CC2)cc1,-13%,12%,?,-3%,3%,-4%,i,19%,10%
COc1ccc(NCc2nnc(SCC(=O)Nc3ccc(OC)cc3)n2C)cc1,12%,-10%,15,-13%,2%,-16%,i,8%,1%
CCCCNC(=O)c1cccc2c(=O)c(C)c(-c3ccccc3)oc12,-18%,11%,8,-14%,-3%,-17%,i,-2%,?
NC(=O)/C(=C/c1ccc2c(c1)OCO2)NC(=O)c1ccco1,7%,-5%,6,-2%,-1%,-5%,i,-5%,-5%

# Single records (already shown). Values in the order: ATXN2 expr inh, MCF10A rereplic, IL-1B inflam inh, HT1080 IDH1KD tx, SW480 rereplic, HT1080-NT tox, S2 tox, KB-3-1 tox, KB-V1 MDR tox
# O=C(N1CCN(c2ccccc2)CC1)C1(S(=O)(=O)c2ccc(Cl)cc2)CC1 across the screens: -9%, 17%, -9, 1%, -6%, 3%, i, 6%, -24%
# O=C(N/N=C/c1ccc(O)cc1)c1ccncc1 across the screens: 8%, 2%, 36, -9%, 0%, -11%, i, 12%, 14%
# COc1ccc(N2CCN(CC(=O)Nc3ccc(C)c(C)c3)CC2)cc1 across the screens: -13%, 12%, ?, -3%, 3%, -4%, i, 19%, 10%

# 6 entries out of the list above, sorted by the number in IL-1B inflam inh, low to high:
compound | IL-1B inflam inh | SW480 rereplic
O=C(N1CCN(c2ccccc2)CC1)C1(S(=O)(=O)c2ccc(Cl)cc2)CC1 | -9 | -6%
Cc1ccc(S(=O)(=O)NN2C(=O)c3ccccc3NC2C)cc1 (configuration not stated) | 1 | -4%
N#Cc1ccc(CC(C(=O)O)N2Cc3ccccc3C2=O)cc1 (configuration not stated) | 4 | ?
CCCCNC(=O)c1cccc2c(=O)c(C)c(-c3ccccc3)oc12 | 8 | -3%
O=C(O)c1cc(N/N=C/c2c[nH]c3ccccc23)ccc1Cl | 14 | -19%
O=C(N/N=C/c1ccc(O)cc1)c1ccncc1 | 36 | 0%

# The listing picks up with the three entries that preceded the break.
SMILES,ATXN2 expr inh,MCF10A rereplic,IL-1B inflam inh,HT1080 IDH1KD tx,SW480 rereplic,HT1080-NT tox,S2 tox,KB-3-1 tox,KB-V1 MDR tox
COc1ccc(NCc2nnc(SCC(=O)Nc3ccc(OC)cc3)n2C)cc1,12%,-10%,15,-13%,2%,-16%,i,8%,1%
CCCCNC(=O)c1cccc2c(=O)c(C)c(-c3ccccc3)oc12,-18%,11%,8,-14%,-3%,-17%,i,-2%,?
NC(=O)/C(=C/c1ccc2c(c1)OCO2)NC(=O)c1ccco1,7%,-5%,6,-2%,-1%,-5%,i,-5%,-5%
Cc1ccccc1C(=O)N1CCC(C(=O)Nc2cccc(F)c2)CC1,-2%,1%,8,-2%,-2%,18%,i,6%,10%
O=C(NCCN1CCCCC1)Nc1ccccc1F,.,7%,5,-1%,-23%,-6%,i,10%,9%
CCOC(=O)c1cn2nc(Oc3ccc(C(=O)OC)cc3)ccc2n1,20%,-17%,.,12%,-57%[inhibitor],21%,i,0%,0%
CN(Cc1ccccc1)C(=O)COC(=O)c1ccc2ccccc2n1,2%,9%,33,-19%,1%,-21%,i,-1%,-16%
O=C(O)CCSc1nnc(-c2ccncc2)n1-c1ccccc1,-6%,-3%,0,3%,-2%,-2%,i,11%,12%
CCOC(=O)c1nnn(-c2nc(OC)nc(N(C)C)n2)c1-c1ccccc1,-8%,-24%,45,6%,-7%[9.22 µM],16%,i,18%,-4%
COc1ccc(OC)c(-c2nnc(NC(=O)C(C)Sc3nncn3C)s2)c1 (configuration not stated),-6%,-4%,20,0%,-12%,-4%,i,4%,16%
CS(=O)(=O)NN1C(=O)c2ccccc2NC1c1ccccc1 (configuration not stated),11%,0%,1,-4%,-2%,8%,i,13%,-3%
Cc1ccc(NC(=O)Cn2c(=O)n(CC(=O)NCCc3ccccc3)c(=O)c3ccccc32)cc1C,-16%,.,.,.,.,.,i,-5%,0%
O=S(=O)(c1ccc(Cl)c2ccccc12)N1CCCC1,-3%,3%,1,-13%,-7%[1.84 µM],-15%,i,-3%,6%
COc1cc(Br)cc(C=Nc2cccc(C(F)(F)F)c2)c1O,-24%,21µM*,-50*,?,-1%,-16%,i,?,0%
CCNC(=S)Nc1cc(OCC)c(NC(=O)c2ccco2)cc1OCC,-1%,3%,1,1%,-1%,1%,i,7%,-3%
Cc1onc(-c2ccccc2Cl)c1C(=O)NCc1ccc(N2CCCC2=O)cc1,5%,-3%,-7,1%,-7%[9.22 µM],-4%,i,1%,-3%
COc1ccccc1/C=C\C=N\n1c(C2CCCCC2)n[nH]c1=S,.,25%,?,-5%,-26%,1%,.,-2%,-17%
CCC(=O)c1c(CC)c2n3c1CC[C@H]3CCC2,4%,?,41,0%,0%,-3%,i,1%,21%
COc1ccc([N+](=O)[O-])cc1NC(=O)CC(C)c1ccccc1 (configuration not stated),-24%,-7%,-13,4%,2%,11%,i,0%,-6%
COCCN(C/C=C/c1ccccc1)C/C=C/c1ccccc1,-24%,?,-6,-8%,?,-3%,?,19%,?
COc1cccc(Nc2nc(C(N)C3CCCCC3)cs2)n1 (configuration not stated),0%,.,0,16µM*,.,?,.,-3%,0%
CC1CN(C(=O)CN(C)S(=O)(=O)c2ccc3ccccc3c2)CC(C)O1 (configuration not stated),.,-11%,10,9%,-7%,2%,?,3%,11%
CCOC(=O)c1ccc(NC(=O)C2CCCN(c3ncnc4onc(-c5ccc(F)cc5)c34)C2)cc1 (configuration not stated),-6%,.,.,.,.,.,?,4%,12%
C/C(=N\NC(=O)c1ccc(Cl)c(Cl)c1)c1ccc(Br)s1,?,13%,6,-6%,?,-1%,i,?,?
CC1(C)CC2CC(C)(CN2Cc2c(O)ccc3ccccc23)C1 (configuration not stated),.,-2%,-17,-4%,4%,-9%,i,2%,-4%
CC(c1ccccc1)C(OC(=O)c1cccc([N+](=O)[O-])c1C(=O)O)c1ccccc1 (configuration not stated),3%,-32%[inhibitor],-4,1%,-8%,-10%,i,?,?
O=C(c1ccccc1F)N1CCc2ccccc21,-8%,4%,-23,-9%,-1%,0%,i,-1%,7%
O=C(NCc1ccco1)C(c1ccncc1)N(CCC1=CCCCC1)C(=O)Cn1nnc2ccccc21 (configuration not stated),1%,-4%,-1,-8%,-1%,-17%,i,-5%,?
CCOc1ccc(NCc2nnc(SCc3ccc(Cl)cc3)n2-c2ccccc2)cc1,-28%,?,?,-19%,25%,-9%,i,?,4.6µM*
COc1ccccc1N1CCN(C2CCCN(C(=O)c3oc(C)cc3C)C2)CC1 (configuration not stated),-6%,8%,i,-3%,?,-5%,i,0%,-12%
Cc1ccc(SCC(=O)c2sc(-c3ccccc3)nc2C)cc1,-6%,16%,-9,11%,1%,19%,i,-9%,-1%
O=C(CCSCCC(=O)NCc1ccco1)NCc1ccco1,8%,2%,-5,-4%,13%,-4%,i,-1%,-4%

# Compound activity (PubChem)
